pPAFAH FP inh = pPAFAH (human) enzyme inhibition. inhibition, % at 3.39 µM. AID 463082. Q13093. 330,000 tested, 1.5% active. recombinant pPAFAH, FP-rhodamine probe fluorescence polarization;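 active means inhibition above the mean inhibition across the screen plus 3 SD, cut at about 25% in these data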;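 further: inhibitors block binding of the rhodamine activity-based probe so polarization drops; 0% = enzyme with DMSO and 100% = wells lacking pPAFAH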
Target sequence (Q13093 whole entry, looked up): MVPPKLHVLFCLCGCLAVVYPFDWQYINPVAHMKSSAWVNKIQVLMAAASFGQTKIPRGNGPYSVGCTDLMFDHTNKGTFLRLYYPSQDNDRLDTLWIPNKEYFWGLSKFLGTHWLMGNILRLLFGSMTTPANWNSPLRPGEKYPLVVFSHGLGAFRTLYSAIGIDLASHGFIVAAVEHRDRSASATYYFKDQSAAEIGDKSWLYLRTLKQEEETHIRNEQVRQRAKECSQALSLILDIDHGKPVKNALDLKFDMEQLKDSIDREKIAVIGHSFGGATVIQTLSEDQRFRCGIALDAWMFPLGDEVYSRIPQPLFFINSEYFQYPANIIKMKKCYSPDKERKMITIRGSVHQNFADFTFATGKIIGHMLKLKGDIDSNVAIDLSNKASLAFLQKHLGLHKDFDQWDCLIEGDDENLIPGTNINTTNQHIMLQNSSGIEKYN
PAFAH1B3 inh = inhibitors of human PAFAH1B3. inhibition, % at 3.39 µM. recombinant PAFAH1B3, FP-rhodamine probe, fluorescence polarization. 340,000 tested, 0.28% active. Q15102;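 active means inhibition above the screen-wide average of all tested compounds plus 3 SD, cut at about 25% in these data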;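 further: 0% = enzyme with DMSO only and 100% = wells lacking PAFAH1B3 protein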
ZTA counter = ZTA (EBV) inhibition in EBNA-1 counter-screen; P03206; ZTA-DNA binding, fluorescence polarization; inhibition, % at 11 µM; 320,000 tested, 0.15% active; in the data active means inhibition above about 33%
PREPL inhibitor = human PREPL enzyme inhibition; Q4J6C6; recombinant PREPL, fluorescence polarization activity-based probe; inhibition, % at 5.96 µM; 320,000 tested, 0.68% active; in the data active means inhibition above about 43%;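 further: 0% = enzyme with DMSO and 100% = wells lacking enzyme; many of its hits are not listed in these tables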
LYPLA2 inh = counter-screen for PME1 inhibitors: inhibitors of human LYPLA2 | O95372 | recombinant LYPLA2, FP-Rh probe fluorescence polarization | inhibition, % at 5.9 µM | 320,000 tested, 0.38% active | AID 2177;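 active means inhibition above the screen-wide mean plus 3 SD, limit set per campaign, cut at about 26% in these data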;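 further: 0% = LYPLA2 with DMSO and 100% = wells lacking LYPLA2 enzyme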
Target sequence (O95372 whole entry, looked up): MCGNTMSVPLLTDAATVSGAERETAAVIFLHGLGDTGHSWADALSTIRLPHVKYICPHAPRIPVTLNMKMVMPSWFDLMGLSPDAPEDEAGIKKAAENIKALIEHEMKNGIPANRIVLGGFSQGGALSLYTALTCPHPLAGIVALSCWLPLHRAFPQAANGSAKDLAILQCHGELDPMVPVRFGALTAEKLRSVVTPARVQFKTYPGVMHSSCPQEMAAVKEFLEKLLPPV
LYPLA1 counter = LYPLA1 (human) inhibition in PME1 counter-screen; O75608; recombinant LYPLA1, FP-Rh probe fluorescence polarization; inhibition, % at 5.9 µM; 320,000 tested, 0.16% active; AID 2174;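 active means inhibition above the mean of all tested compounds plus 3 SD, set per campaign, cut at about 14% in these data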;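 further: inhibitors block serine hydrolase probe labeling of LYPLA1 so polarization falls; 0% = enzyme with DMSO and 100% = wells lacking LYPLA1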
PAFAH1B2 inh = PAFAH1B2 (human) inhibition; P68402; recombinant PAFAH1B2, FP-rhodamine activity probe, fluorescence polarization; inhibition, % at 3.39 µM; 340,000 tested, 1.2% active; AID 492953;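 active means inhibition above the mean of all tested compounds plus 3 SD, cut at about 24% in these data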;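 further: 0% = enzyme with DMSO and 100% = wells lacking PAFAH1B2; many of its hits are not listed in these tables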
Target sequence (P68402 whole entry, looked up): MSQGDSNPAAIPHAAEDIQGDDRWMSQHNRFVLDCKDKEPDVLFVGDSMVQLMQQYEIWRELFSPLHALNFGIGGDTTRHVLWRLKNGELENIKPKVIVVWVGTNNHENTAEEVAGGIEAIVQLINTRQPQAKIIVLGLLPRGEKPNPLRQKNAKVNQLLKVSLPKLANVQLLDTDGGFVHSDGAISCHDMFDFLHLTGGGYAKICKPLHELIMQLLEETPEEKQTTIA
EBNA-1 inh = blocks EBNA-1 binding to DNA. EBNA-1 DNA binding, fluorescence polarization. 300,000 tested, 0.34% active. AID 1950. inhibition, % at 14.8 µM; in the data active means inhibition above about 28%
PAFAH2 inh = PAFAH2 (human) inhibition | recombinant PAFAH2, FP-rhodamine activity probe, fluorescence polarization | inhibition, % at 3.39 µM | 340,000 tested, 0.99% active | AID 492956;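 active means inhibition above the mean over all tested compounds plus 3 SD, cut at about 30% in these data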;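 further: inhibitors block probe labeling of enzyme so polarization drops; 0% = enzyme with DMSO and 100% = wells lacking PAFAH2 protein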
Starred values were filed as active, the others as inactive; x = not tested or not shown.

No.	mol	pPAFAH FP inh	PAFAH1B3 inh	ZTA counter	PREPL inhibitor	LYPLA2 inh
1	Cc1nnc(SCCC(C)C)[nH]c1=O	3	-2	-8	6	0
2	CCn1c(COc2ccccc2OC)nnc1SCC#N	4	5	-12	7	2
3	COc1ccc(CCNC(=O)c2ccccc2OCc2c(C)noc2C)cc1	-2	3	-7	3	11
4	Fc1cccc(CSc2ccc(-c3ccco3)nn2)c1	10	6	-16	2	4
5	O=C(NCc1ccco1)C1CCCN1C(=O)Nc1ccccc1 (centres undefined)	2	-1	-11	1	1
6	O=C(N/N=C/c1ccc2nccnc2c1)c1cccc([N+](=O)[O-])c1	4	5	-10	-3	2
7	COc1ccc(C(=O)OCC(=O)NCCc2ccc(F)cc2)cc1S(=O)(=O)N1CCOCC1	7	13	x	12	x
8	O=C(COC(=O)c1ccc(Br)o1)Nc1nc2ccccc2s1	5	0	0	4	2

No.	LYPLA1 counter	PAFAH1B2 inh	EBNA-1 inh	PAFAH2 inh
1	-2	2	-9	-1
2	1	5	4	1
3	0	9	x	-7
4	-1	5	-8	3
5	6	2	-16	0
6	1	-1	-10	-1
7	x	8	x	66*
8	-5	4	-7	-2

Continuation.
No.	mol	pPAFAH FP inh	PAFAH1B3 inh	ZTA counter	PREPL inhibitor	LYPLA2 inh
9	Cc1ccc(C)c(S(=O)(=O)N2CCN(C(=O)Cn3c(=O)cnc4ccccc43)CC2)c1	-16	-3	1	18	-2
10	O=C(Nc1ccc(N2CCCC2)c(Cl)c1)c1ccccc1[N+](=O)[O-]	6	-4	2	11	4
11	O=C(CS(=O)(=O)c1ccccc1)Nc1cccnc1	1	-1	-15	-1	-4
12	COc1cccc(C(=O)N=c2sc3cc(S(C)(=O)=O)ccc3n2C)c1	-3	x	20	-4	-1
13	O=C(Nc1nccs1)c1ccc(Cl)c([N+](=O)[O-])c1	7	5	-4	-1	-5
14	C/C(=N\NC(=O)c1ccccc1F)c1ccc(C#N)cc1	3	1	9	1	4
15	O=C(CNC(=O)c1ccccc1Cl)c1ccccc1	1	6	-14	-5	-1
16	O=C(c1cnn2ccccc12)N1CCN(C2CCCCC2)CC1	-1	0	-13	8	-1

No.	LYPLA1 counter	PAFAH1B2 inh	EBNA-1 inh	PAFAH2 inh
9	2	0	-2	5
10	-3	5	-4	9
11	0	2	-1	7
12	-3	x	16	x
13	2	1	-16	13
14	-2	6	0	13
15	-1	4	3	3
16	-1	0	-1	5

Additional results.
No.	mol	pPAFAH FP inh	PAFAH1B3 inh	ZTA counter	PREPL inhibitor	LYPLA2 inh
17	CSc1nc(=NC(C)=O)ss1	3	0	-6	2	7
18	CNC(=O)CSc1nc(N)c2c3c(sc2n1)CCC3	3	6	-5	12	1
19	COc1ccccc1-n1c(SCC(=O)O)nc2c(sc(=S)n2-c2ccc(Cl)c(C)c2)c1=O	9	15	3	3	1
20	CCCCn1c(N)c(N(CC(C)C)C(=O)c2c(-c3ccccc3)noc2C)c(=O)[nH]c1=O	-7	6	0	2	-10
21	O=C(NCc1ccccc1)c1cccnc1Sc1ccccc1	-1	0	1	-10	-6
22	COc1cc2c(cc1OC)CN(C(=O)c1cc(C3CC3)nn1-c1ccccc1)CC2	-1	9	0	17	3
23	Cc1noc(C)c1COc1cccc(C(=O)OC(C)C(=O)Nc2ccc3c(c2)OCO3)c1 (centres undefined)	1	3	-2	4	6
24	Cc1nc(NC(=O)CSc2nc3cccnc3n2Cc2ccccc2)sc1C	11	-6	-8	-6	-7

No.	LYPLA1 counter	PAFAH1B2 inh	EBNA-1 inh	PAFAH2 inh
17	4	-1	2	-2
18	-2	2	-7	-1
19	-8	8	15	9
20	-3	1	x	4
21	3	1	-17	-4
22	-2	7	x	5
23	-2	0	3	1
24	0	7	13	-2

New compounds follow:
No.	mol	pPAFAH FP inh	PAFAH1B3 inh	ZTA counter	PREPL inhibitor	LYPLA2 inh
25	Nc1ccccc1C(=O)Nc1cccc(C(=O)O)c1	0	2	9	0	5
26	COc1ccc(S(=O)(=O)N(CC(=O)NN=C2CCN(C)CC2)c2cc(Cl)ccc2OC)cc1OC	3	7	11	-69	-11
27	N#CC(=C=[N-])/C=C(\C(=O)c1ccccc1)[n+]1ccccc1	5	-1	5	13	-7
28	COC(=O)C1=C(C)N(CCCC(=O)O)C(=O)NC1c1ccc(Cl)cc1 (centres undefined)	4	-1	8	0	1
29	CCOc1ccccc1NC(=O)N1CCCN(c2ncccc2C#N)CC1	4	5	0	3	-6
30	Cc1cccc(C)c1NC(=O)CSc1nc(COc2ccccc2)nc2ccccc12	0	5	-2	0	1
31	COCC(=O)N1CCN(c2cccc(C(F)(F)F)c2)CC1	-5	1	9	-11	-8
32	COc1ccc(Cl)cc1NC(=O)C/C(C)=N/NC(=O)c1ccccc1Cl	3	6	-18	-7	-2

No.	LYPLA1 counter	PAFAH1B2 inh	EBNA-1 inh	PAFAH2 inh
25	1	3	5	1
26	-7	6	-6	10
27	-3	5	-1	-5
28	10	6	3	-3
29	-2	0	8	-1
30	-4	2	-1	9
31	-6	7	-8	7
32	0	3	-5	0

Additional compounds follow.
No.	mol	pPAFAH FP inh	PAFAH1B3 inh	ZTA counter	PREPL inhibitor	LYPLA2 inh
33	CCOC(=O)CN(C(=O)Cn1nnc2ccccc21)C(C(=O)NCCOC)c1ccccc1C (centres undefined)	0	-2	-6	-2	-1
34	CC1(c2ccccc2)CC(c2ccccc2)=Nc2nonc2N1 (centres undefined)	4	1	-17	-24	-1
35	O=C(C1CCC1)N1CCC(c2nc3c(nnn3Cc3c(F)cccc3Cl)c(=O)[nH]2)CC1	6	-9	-17	1	3
36	Cc1ccc(Cn2cnc3c(cnn3-c3ccc(F)cc3)c2=O)cc1	2	6	7	-4	-5
37	CCN(CCCNC(=O)C1CCN(S(=O)(=O)N2CCC3(CC2)OCCO3)CC1)c1ccccc1	3	7	-1	10	0
38	COc1cc(C(=O)NCCOc2ccccc2)cc(OC)c1OC	0	-1	-5	-1	-2
39	Cc1cc(C)nc(N2CCC(C(=O)Nc3ccc4c(c3)OCO4)CC2)n1	5	9	-8	6	-2
40	C=CCN1C(=O)/C(=C/C(=O)OC)S/C1=N\NC(=O)c1ccccc1	1	x	4	-3	0

No.	LYPLA1 counter	PAFAH1B2 inh	EBNA-1 inh	PAFAH2 inh
33	1	1	3	-2
34	-3	4	-20	1
35	1	5	0	-1
36	-2	1	7	5
37	-2	3	9	0
38	3	0	0	4
39	-3	3	7	5
40	-1	x	-10	x

(cont.)
No.	mol	pPAFAH FP inh	PAFAH1B3 inh	ZTA counter	PREPL inhibitor	LYPLA2 inh
41	CC(=O)c1cc(CN2C(=O)CCC2=O)cs1	3	-1	20	4	2
42	O=C(OCC(=O)N1CCCc2ccccc21)c1cnc(Cl)c(Cl)c1	4	-1	2	5	10
43	COC(=O)C1=C(N)c2c(F)cccc2C1(C#N)c1ccccc1 (centres undefined)	3	-1	-3	-1	0
44	CCN(CC)c1ccc2cc(-c3nnc(-c4ccccc4)o3)c(=O)oc2c1	-1	8	8	21	3
45	COc1cc(/C=C2/SC(=S)N(Cc3ccccc3)C2=O)cc(Cl)c1O	-45	-174	-1	-79	-113
46	COc1ccc(-c2nc3n(n2)C(c2ccncc2)C(C(N)=O)=C(C)N3)cc1 (centres undefined)	2	1	6	17	2
47	O=C(COC(=O)/C=C/c1cnc2ccccc2n1)NCC(F)(F)F	7	6	-21	-4	-4
48	CCC1CCCCN1CCCNC(=O)c1ccc(/C=C2/Sc3ccccc3NC2=O)cc1 (centres undefined)	2	5	1	-7	0

No.	LYPLA1 counter	PAFAH1B2 inh	EBNA-1 inh	PAFAH2 inh
41	1	-6	8	0
42	1	4	1	3
43	1	6	-6	-7
44	1	4	1	-4
45	-56	-144	-20	-147
46	3	3	-11	7
47	-4	-2	7	16
48	-1	-2	11	0

(further entries)
No.	mol	pPAFAH FP inh	PAFAH1B3 inh	ZTA counter	PREPL inhibitor	LYPLA2 inh
49	CCOC(=O)c1sc(C)c2c(=O)n(CCc3ccccc3)nnc12	-2	0	-10	3	4
50	COc1cc(NS(=O)(=O)c2ccc(C)cc2)c2ncccc2c1	7	7	-4	-10	-4
51	CC1=NN(C(=O)c2cccnc2)C(O)(C(F)(F)F)C1 (centres undefined)	1	10	3	-7	4
52	Cc1nc(-c2ccc(S(=O)(=O)Nc3ccc(Br)cc3F)cc2)co1	6	6	11	-3	6
53	O=C(Nc1ccc(S(=O)(=O)N2CCCCC2)cc1)c1ccc(=O)[nH]c1	6	-4	3	6	-4
54	O=C(N/N=C/c1coc2ccccc2c1=O)c1cc2ccccc2o1	7	11	-1	0	0
55	CCCCn1c(CN2CCN(C(=O)OCC)CC2)nc2c1c(=O)[nH]c(=O)n2C	4	-2	1	2	-1
56	COc1cc(C(=O)Oc2cccc(/C=N/NC(=O)c3cc(C)[nH]n3)c2)cc(OC)c1OC	4	-2	-29	-4	7

No.	LYPLA1 counter	PAFAH1B2 inh	EBNA-1 inh	PAFAH2 inh
49	12	5	7	6
50	-5	6	4	9
51	1	-1	4	-7
52	1	6	0	5
53	-5	2	x	4
54	1	4	0	-2
55	3	2	12	8
56	0	3	-5	2

More structures follow.
No.	mol	pPAFAH FP inh	PAFAH1B3 inh	ZTA counter	PREPL inhibitor	LYPLA2 inh
57	COc1ccc2nc(NC(=O)CSCc3c(C)noc3C)sc2c1	5	7	15	4	4
58	CSc1cccc(NC(=S)N2CCCN(Cc3ccc(F)cc3)C2)c1	-9	4	4	-5	-17
59	O=C(CN1CCN(S(=O)(=O)c2cccc(Cl)c2)CC1)N1CCCCC1	-2	4	-7	7	-1
60	COc1cc2c(C#CCCCO)c(-c3ccc(C#N)cc3)oc(=O)c2cc1OC	1	-5	10	-1	-10
61	Cc1cc(C(=O)CSc2nnc(-c3ccc(F)cc3)o2)c(C)n1CC1COc2ccccc2O1 (centres undefined)	8	2	-1	2	4
62	Cc1cc(Cl)ccc1NC(=O)CN1C(=O)CSc2ccc(S(=O)(=O)N3CCOCC3)cc21	15	4	9	9	11
63	CCS(=O)(=O)N1CCN(CC(=O)NC2CCCCC2)CC1	-1	4	2	1	1
64	COc1ccc(-c2sc3ccc(-c4ccc5c(c4)OCO5)cc3c2-c2ccc(OC)nc2)cc1	-2	-1	x	19	x
65	CCc1nn(CCCC(=O)NCc2ccccc2C)c(=O)c2cc3occc3n12	3	9	-20	3	5
66	Cc1cc(NC(=O)COC(=O)c2nccnc2N)n(-c2ccccc2)n1	0	9	5	0	1

No.	LYPLA1 counter	PAFAH1B2 inh	EBNA-1 inh	PAFAH2 inh
57	0	10	-2	3
58	-13	0	2	-8
59	-3	-1	x	-7
60	-1	-5	x	3
61	4	6	-2	5
62	-2	3	-11	1
63	3	6	5	1
64	x	2	x	-4
65	-2	6	4	-2
66	3	5	-7	2

From PubChem BioAssay

Some of the compounds tested; the hit share may differ from the screen's.
